# TRPC6 inhibitor – mouse TRPC6 channel inhibitors, primary screen, cell-based, HEK293, membrane potential dye. AID 2553, 2010. Short transient receptor potential channel 6 (Mus musculus), Q61143. ACh-evoked depolarization; stronger effect = lower value. B-score at 10 µM. actives 1.1% (n = 310,000);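 active = B-score under library mean minus 3 SD, initial fluorescence not abnormally high, positive integrated signal ratio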;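 note: B-score derived from integrated fluorescence ratio over the kinetic read; more negative B-score means stronger inhibition of depolarization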
# MrgX1 antag – antagonists of human MrgX1 receptor, primary screen, HEK293 cells, Fluo-4 calcium flux. B-score at 10 µM. BAM8-22 antagonism; stronger effect = lower value. Mas-related G-protein coupled receptor member X1 (Homo sapiens), Q96LB2. actives 1.3% (n = 310,000);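 active = calcium-response B-score plate-corrected more than 3 library SD below zero, starting fluorescence within 5 deviations, no agonist response on first addition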;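 note: peak minus trough fluorescence over baseline after final BAM8-22 challenge near maximal dose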
# TRPC4 PAM – positive allosteric modulators of TRPC4, primary screen, cell-based, mouse TRPC4beta, HEK293 mu-opioid, Fluo-4 calcium; B-score at 10 µM; DAMGO EC20, Fluo-4 Ca2+ flux; stronger effect = higher value; Short transient receptor potential channel 4 (Mus musculus), Q9QUQ5; actives 0.42% (n = 310,000);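 active = B-score of calcium response area above 5 SD of library B-scores, with initial fluorescence ratio within 5 SD of library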;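 note: B-score of integrated fluorescence ratio over time as area under calcium response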
# Target sequence (Q9QUQ5 whole entry, looked up): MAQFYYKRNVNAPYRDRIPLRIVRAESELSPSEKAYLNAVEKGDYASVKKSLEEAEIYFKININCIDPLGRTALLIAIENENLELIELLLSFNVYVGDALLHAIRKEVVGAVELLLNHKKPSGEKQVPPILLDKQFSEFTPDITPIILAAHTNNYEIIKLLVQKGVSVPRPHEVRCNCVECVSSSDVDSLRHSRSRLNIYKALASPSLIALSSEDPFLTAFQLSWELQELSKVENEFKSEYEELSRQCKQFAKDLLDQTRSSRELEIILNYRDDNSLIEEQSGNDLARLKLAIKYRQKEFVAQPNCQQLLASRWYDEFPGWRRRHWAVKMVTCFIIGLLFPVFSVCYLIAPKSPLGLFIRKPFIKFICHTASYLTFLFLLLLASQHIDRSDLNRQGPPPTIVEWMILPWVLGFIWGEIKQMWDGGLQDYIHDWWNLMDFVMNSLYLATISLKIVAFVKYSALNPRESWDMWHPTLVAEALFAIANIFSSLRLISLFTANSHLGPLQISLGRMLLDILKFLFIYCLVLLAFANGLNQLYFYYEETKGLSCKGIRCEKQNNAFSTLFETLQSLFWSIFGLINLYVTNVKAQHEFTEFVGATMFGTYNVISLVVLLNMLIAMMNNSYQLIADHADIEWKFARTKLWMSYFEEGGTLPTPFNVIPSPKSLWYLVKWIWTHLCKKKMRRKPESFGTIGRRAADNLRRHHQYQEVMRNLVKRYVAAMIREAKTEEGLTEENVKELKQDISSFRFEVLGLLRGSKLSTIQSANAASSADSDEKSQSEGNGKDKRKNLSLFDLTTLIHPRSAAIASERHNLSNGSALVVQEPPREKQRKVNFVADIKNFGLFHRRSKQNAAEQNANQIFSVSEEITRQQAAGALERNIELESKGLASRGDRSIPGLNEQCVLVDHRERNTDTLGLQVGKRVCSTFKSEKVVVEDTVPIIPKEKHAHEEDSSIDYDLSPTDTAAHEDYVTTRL
# TRPC4 inh – inhibitors of mouse TRPC4 channel, primary screen, Fluo4 calcium, HEK293 TRPC4beta/mu-opioid cells; Short transient receptor potential channel 4 (Mus musculus), Q9QUQ5; actives 0.39% (n = 300,000); B-score at 10 µM; AID 2247, 2010; DAMGO-evoked Fluo4 calcium flux; stronger effect = lower value;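 active = B-score over 3 SD under the library average, no early fluorescence shift, positive overall ratio signal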
#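 Signal: kinetic Fluo4 fluorescence imaging of calcium influx. Material: stable TRPC4beta/mu-opioid receptor HEK293 cells. Probe or stimulus: DAMGO in two steps, submaximal then maximal.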
# TRPC6 activator – mouse TRPC6 channel activators, primary screen, cell-based, HEK293, membrane potential dye; AID 2550, 2010; HEK293-TRPC6 membrane potential dye fluorescence; stronger effect = higher value; B-score at 10 µM; actives 0.13% (n = 310,000);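 active = B-score of the integrated fluorescence ratio above library mean plus 3 SD, and starting fluorescence ratio within library mean plus 5 SD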;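 note: higher score means more depolarization so channel activation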
# HIF act – HIF pathway transcriptional activators, primary screen, cell-based, U2OS HRE-luciferase, luminescence | AID 1910, 2009 | U2OS HRE-luciferase reporter; normalized: DMSO 0%, desferrioxamine 100% | actives 0.32% (n = 300,000) | activation, % at 7.5 µM (by protocol);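 active = mean activation of at least 10% of the iron chelator positive control signal, with at least half of replicates also reaching 10%; inconclusive = mean and replicate majority disagree about reaching 10%; inactive = mean and most replicates under 10%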
# IEC-6 cytotox – cytotoxicity in IEC-6 intestinal epithelial cells, primary screen, cytotoxicity control for KLF5 inhibitor project, cell-based, luminescence | actives 0.78% (n = 290,000) | AID 1825, 2009 | inhibition, % at 5 µM | IEC-6 cytotoxicity, luminescence viability; in the data active = inhibition above about 22%;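 note: 0% = plate median of test compound wells and 100% = cytotoxic reference compound wells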
# KLF5 inhibitor – KLF5 expression inhibitors, primary screen, DLD-1 cells, luminescence; DLD-1 KLF5 promoter-luciferase reporter; inhibition, % at 5 µM; actives 0.23% (n = 290,000); AID 1700, 2009;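 active = inhibition above a per-plate limit of that plate's mean compound inhibition plus 3 SD, cut at about 60% in these data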;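 note: 0% = DMSO wells and 100% = LY294002 at 200 µM; higher means less KLF5 promoter-driven luciferase light; inactives centre near -14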
# aSyn 5UTR inh – MLPCN primary screen, SNCA 5' untranslated region; alpha-synuclein 5'UTR reporter, inhibitor activity; inhibition, % (tested at 7.5 µM); actives 0.82% (n = 300,000); AID 1813, 2009; in the data active = inhibition above about 60%; inconclusive = no clear call, values can overlap the other calls;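 note: H4 neuroglioblastoma cells stably carrying SNCA 5'UTR luciferase fusion; 0% = DMSO wells and 100% = positive control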
# TRPC4 act – activators of mouse TRPC4 channel, primary screen, Fluo4 calcium, HEK293 TRPC4beta/mu-opioid cells; actives 0.49% (n = 310,000); B-score at 10 µM; Short transient receptor potential channel 4 (Mus musculus), Q9QUQ5; Fluo4 calcium fluorescence; stronger effect = higher value;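 active = B-score above 5 SD of library B-scores, and initial fluorescence ratio not above library mean plus 5 SD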;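 note: positive B-score marks a calcium rise read as TRPC4 activation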
#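 Assay system: HEK293 stable line with TRPC4beta plus mu-opioid receptor. Times: dye 45 min RT, read 110 s. Measured by: kinetic Fluo4 calcium fluorescence. Measure: B score of integrated ratio. Controls: assay buffer as low control, maximal DAMGO as high control.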
# SKKanGAS inh – S. pyogenes SKKanGAS growth inhibitors in kanamycin, primary screen, streptokinase expression inhibitor project, SKKanGAS strain, BacTiter-Glo luminescence | 6 h | inhibition, % at 7.5 µM | actives 1.3% (n = 300,000) | AID 1662, 2009;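 active = mean replicate score, as percent of positive control median, at least 50; inconclusive = mean below 50 but one replicate at or above 50; inactive = mean and every replicate below 50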;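 note: strain carries kanamycin resistance gene driven by streptokinase promoter and grows in 40 µg/ml kanamycin; loss of luminescence reflects streptokinase promoter inhibition or plain growth inhibition; 0% = median of DMSO wells and 100% = positive control at its reference dose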
# * = called active by the depositor; i = inactive; u = inconclusive; x = not tested or not shown; & = joins results of further samples.
SMILES,TRPC6 inhibitor,MrgX1 antag,TRPC4 PAM,TRPC4 inh,TRPC6 activator,HIF act,IEC-6 cytotox,KLF5 inhibitor,aSyn 5UTR inh,TRPC4 act,SKKanGAS inh
N#Cc1ccc(COc2ccc(CCO)cc2-n2nc3ccccc3n2)cc1,i,i,i,i,i,-0.3,5,-4,20,i,1
O=C1CCN(C(=O)Nc2cccc(Cl)c2)N1,i,i,i,i,i,-0.3,3,-6,-1,i,-7
COCCNC(=O)c1cc2ncc(Br)cn2n1,i,i,i,i,i,-0.1,0,-6,-4,i,0
CCOc1cc(C2Nc3ccccc3C(=O)N2c2ccccc2)c(Br)cc1OCC(=O)O (stereo unspecified),i,i,i,i,i,0.3,1,-17,-12,i,2
Cc1cccc(C(=O)Nc2cccc(C(=O)N3CCOCC3)c2)c1,i,i,i,i,i,1.1,0,-38,-25,i,-11
Brc1ccc(-c2nc3ncccn3c2Nc2ccc3c(c2)OCCO3)o1,i,i,i,i,i,1.2,1,-33,-6,i,-4
CCOC(=O)Cn1c(=O)n(CC(=O)OCC)c2ccccc21,i,i,i,i,i,-0.6,0,-31,-14,i,-5
CCC1CCCCN1CCCNC(=O)C1CCCN(S(=O)(=O)N2CC(C)CC(C)C2)C1 (stereo unspecified),i,i,i,i,i,-0.1,4,-4,31,i,-1
COc1cc(C#N)ccc1OCC(=O)Nc1ccc(C)c(S(=O)(=O)N2CCOCC2)c1,i,i,i,i,i,0.6,3,15,28,i,-4
Brc1ccc(/C=N/Nc2ccccc2)cc1,i,i,i,i,i,0.4,-2,-8,-92,i,0
CCCOc1ccc(C(=O)CCN2CCCCC2)cc1,-5.4*,i,i,i,i,-0.1,-6,-19,0,i,-8
O=C(c1cc(F)ccc1F)C1CCCN(C(=O)c2ccco2)C1 (stereo unspecified),i,i,i,i,i,0.5,-4,-6,22,i,-12
Cc1cccc(N(CC(=O)N/N=C/c2ccccc2C(=O)O)S(C)(=O)=O)c1C,i,i,i,i,i,-0.3,0,-11,3,i,-9
COc1ccc(NC(=O)C2CCC(CNS(=O)(=O)c3cccs3)CC2)cc1 (stereo unspecified),i,i,i,i,i,-0.3,-8,3,14,i,2
COc1ccc(C(CC(=O)N2CCCCC2)NC(=O)C(F)(F)F)cc1 (stereo unspecified),i,i,i,i,i,-0.2,0,8,-41,i,-6
COc1ccc(OC)c(Nc2cc(C)c3ccccc3n2)c1,i,i,i,i,i,-25,2,65*,23,i,-4
COc1ccc(C(=O)N/N=C/c2ccc3cccc(OCc4ccccc4)c3n2)cc1,i,i,i,i,i,2.0,3,-12,-36,i,37
CC(=O)c1cccc(NC(=O)CCn2c(=S)oc3ccccc32)c1,i,i,i,i,i,1.9,5,2,12,i,-1
CC(=O)c1ccc(OCC(=O)NC2CCCN(Cc3ccccc3F)C2)cc1 (stereo unspecified),i,x,i,i,i,-7.0,-4,-4,14,i,-1
N#C/C(=C/c1ccc(N2CCOCC2)o1)C(=O)Nc1ccccc1,i,x,i,i,50*,3.7,-7,-205,-152,i,-5
O=C1NCCCC1C(=O)N1CCCCC1 (stereo unspecified),i,i,i,i,i,-0.2,1,-28,5,i,5
N#Cc1nc(COc2ccccc2)oc1N1CCC(Cc2ccccc2)CC1,i,i,i,i,i,-19,3,-6,21,i,8
COCc1cc(C)[nH]c(=O)c1C#N,i,i,i,i,i,0.0,3,-22,22,i,1
CC(Oc1ccc2c(-c3ccccc3)cc(=O)oc2c1)C(=O)NCC1CCC(C(=O)O)CC1 (stereo unspecified),i,i,i,i,i,0.3&-0.2,-9&-2,-53&-18,3&20,i,17&16
CCC(C)(C)c1ccc(Oc2ccc(N)cc2)cc1,i,x,i,i,i,-5.3,1,51,127*,i,11
O=C(N1CCOCC1)N1CCN(c2ccc(F)cc2)CC1,i,i,i,i,i,x,2,-5,12,i,-3
CCc1nc2ccc(C(=O)N(C)CC(=O)Nc3ccc(Cl)c(C(F)(F)F)c3)cc2nc1CC,i,i,i,i,i,2.4,x,x,22,i,35
COc1ccc(C2CC(c3cccs3)=Nc3ccccc3S2)cc1OC (stereo unspecified),i,i,i,i,i,1.7,-2,-40,-91,i,-8
CCN1CCN(CC(=O)Nc2cc(C(F)(F)F)ccc2OCCOC)CC1,i,i,i,i,i,-0.2,2,-16,21,i,-14
O=C1C(Cl)=C(N2CCOCC2)C(=O)N1CCc1ccccc1,i,i,i,i,i,1.7,0,-15,-212,i,8
CC(=O)c1sccc1NC(=O)c1ccccc1C(=O)O,i,i,i,i,i,-0.6,-1,10,-11,i,-3
COc1ccc(N2CCOCC2)c(NC(=O)c2cccs2)c1,i,i,i,i,i,0.6,4,-5,10,i,5
CC(=O)Nc1cc2c(=O)n(Cc3ccccc3)c(C)nc2cc1N1CCOCC1,i,i,i,i,i,0.3,7,2,19,i,6
COc1ccc2[nH]c(C(=O)N3CCNCC3)cc2c1OC,i,x,i,i,i,1.3,1,-16,4,i,-3
O=C(CCNC(=O)c1ccc(Cl)cc1)NCc1cccc(C(F)(F)F)c1,i,-10*,i,i,i,0.4,x,x,1,i,-14
CC(=O)c1ccc(NC(=O)CN2C(=O)/C(=C/C=C/c3ccccc3)SC2=S)cc1,i,i,i,i,i,0.3,3,-18,-8,i,u
CS(=O)(=O)c1cccc(C(=O)N(CCc2ccccc2)Cc2cccs2)c1,i,i,i,i,i,15*,5,0,-5,i,-5
CCOC(=O)c1ccccc1NC(=O)COc1coc(CN2CCc3ccccc32)cc1=O,i,i,i,i,i,0.7,x,x,6,i,10
Cn1nc(-c2ccccc2)c(CO)c1Oc1cccc(C(F)(F)F)c1,i,i,i,i,i,-0.6,-1,11,10,i,-2
COC(=O)Cc1ccc(Oc2ncc(C(F)(F)F)cc2Cl)cc1,i,i,i,i,i,-0.6,-7,-39,-10,i,-5
COCCOC(=O)c1c(C)n(C)c2ccc(OC(=O)c3c(OC)cccc3OC)cc12,i,i,i,i,i,0.3,6,-48,12,i,12
CCn1nnnc1NC(=O)c1cc(OC)c(OC)c(OC)c1,i,i,i,i,i,0.2,4,-17,13,i,1
COc1cccc(-c2c(C(=O)N/N=C/c3ccoc3)nnn2-c2nonc2N)c1,i,i,i,i,i,0.1,-6,-7,18,i,1
CSc1ccc(S(=O)(=O)NCCOc2ccccc2C)cc1,i,i,i,i,i,0.5,-3,-14,-9,i,-10
CC(=O)C1=C(C)N(Cc2ccccc2)C(=O)N[C@H]1CCc1ccccc1,i,i,i,i,i,-2.6,0,-9,6,i,7

# A draw from above in order of molecular weight, low to high.
SMILES,TRPC6 inhibitor,MrgX1 antag,TRPC4 PAM,TRPC4 inh,TRPC6 activator,HIF act,IEC-6 cytotox,KLF5 inhibitor,aSyn 5UTR inh,TRPC4 act,SKKanGAS inh
COc1ccc2[nH]c(C(=O)N3CCNCC3)cc2c1OC,i,x,i,i,i,1.3,1,-16,4,i,-3
CCn1nnnc1NC(=O)c1cc(OC)c(OC)c(OC)c1,i,i,i,i,i,0.2,4,-17,13,i,1
CSc1ccc(S(=O)(=O)NCCOc2ccccc2C)cc1,i,i,i,i,i,0.5,-3,-14,-9,i,-10
COC(=O)Cc1ccc(Oc2ncc(C(F)(F)F)cc2Cl)cc1,i,i,i,i,i,-0.6,-7,-39,-10,i,-5
COc1cccc(-c2c(C(=O)N/N=C/c3ccoc3)nnn2-c2nonc2N)c1,i,i,i,i,i,0.1,-6,-7,18,i,1
CS(=O)(=O)c1cccc(C(=O)N(CCc2ccccc2)Cc2cccs2)c1,i,i,i,i,i,15*,5,0,-5,i,-5

# (next part)
SMILES,TRPC6 inhibitor,MrgX1 antag,TRPC4 PAM,TRPC4 inh,TRPC6 activator,HIF act,IEC-6 cytotox,KLF5 inhibitor,aSyn 5UTR inh,TRPC4 act,SKKanGAS inh
COC(=O)Nc1ccc2c(c1)N(C(=O)CCN(C)C)c1ccccc1CC2,i,i,i,i,i,-0.6,2,-12,-8,i,0
CN1COc2ccc3ccccc3c2C1,i,i,i,i,i,0.1,3,-60,1,i,-22
CC(C)OCCCN1CN(S(=O)(=O)c2ccccc2)c2nc3ccccc3nc21,i,i,i,i,i,1.0,-9,-30,-7,i,1
CSCCC(NC(=O)COc1ccccc1)C(=O)OC(C)C(=O)Nc1ccccc1C (stereo unspecified),i,i,i,i,i,0.2,x,x,5,i,14
COc1ccc(-c2cc(=O)c3cc(OC)ccc3[nH]2)cc1,i,i,i,i,i,-0.1,2,-153,-31,i,7
Cc1ccc(OCC(=O)NCCNC(=O)c2cnccn2)cc1C,i,x,i,i,i,-12,-4,-30,-11,i,4
Cn1cc(CC(=O)NCCCN2CCCC2=O)c2ccccc21,i,i,i,i,i,-0.2,x,x,2,i,6
Cc1ccc(NC(=O)Nc2ncnc3nc[nH]c23)cc1,i,i,i,i,i,1.3,-3,-116,-106,i,7
CCCc1nnc(NC(=O)CN2C(=O)c3ccccc3S2(=O)=O)s1,i,i,i,i,i,0.0,-5,3,26,i,-7
Cc1cc(C)cc(NC(=S)N2CCN(Cc3ccccc3)CC2)c1,i,i,i,i,i,-0.2,2,-29,-1,i,5
CC1CC(C)(C)N(C(=O)CN2C(=O)c3ccccc3C2=O)c2ccccc21 (stereo unspecified),-5.1*,i,i,-7*,i,0.0,-5,-1,-7,158*,1
O=C1C=C(c2cccs2)CC(c2cccs2)C1n1cnc([N+](=O)[O-])c1 (stereo unspecified),i,i,i,i,i,-0.5,-6,-32,34,i,1
CCOC(=O)N1CCN(Cc2nc3cc(NC(=O)CC(C)C)ccc3n2C)CC1,i,i,i,i,i,1.7,-3,-22,-2,i,-12

# Source: PubChem BioAssay
